SIRT5 block – inhibitors of human sirtuin-5 desuccinylase; Q9NXA8; Purified SirT5, succinyl-peptide AMC, trypsin-coupled fluorescence; actives 1.1% (n = 330,000); inhibition, % at 15 µM; in the data active = inhibition above about 15%; inconclusive = no clear call, values can overlap the other calls
Target sequence (Q9NXA8 whole entry, looked up): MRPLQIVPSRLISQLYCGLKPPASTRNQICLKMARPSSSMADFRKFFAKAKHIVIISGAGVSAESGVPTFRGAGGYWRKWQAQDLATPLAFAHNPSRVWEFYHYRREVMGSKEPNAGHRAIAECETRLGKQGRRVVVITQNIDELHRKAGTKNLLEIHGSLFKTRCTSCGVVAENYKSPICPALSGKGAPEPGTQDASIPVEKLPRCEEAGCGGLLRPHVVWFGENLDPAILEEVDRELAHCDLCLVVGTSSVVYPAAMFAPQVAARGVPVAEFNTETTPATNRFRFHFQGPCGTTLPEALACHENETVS
ERp5 inh – blocks human ERp5 reductase activity on insulin; ERp5 insulin aggregation, absorbance 650 nm, 90 min; inhibition, % at 9.99 µM; actives 0.05% (n = 350,000); Q15084;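 active = mean replicate inhibition above about 25%, with every replicate also reaching it, limit read from the data, passing the limit was not always enough; inconclusive = only one of those two criteria met; inactive = neither criterion met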
Target sequence (Q15084 whole entry, looked up): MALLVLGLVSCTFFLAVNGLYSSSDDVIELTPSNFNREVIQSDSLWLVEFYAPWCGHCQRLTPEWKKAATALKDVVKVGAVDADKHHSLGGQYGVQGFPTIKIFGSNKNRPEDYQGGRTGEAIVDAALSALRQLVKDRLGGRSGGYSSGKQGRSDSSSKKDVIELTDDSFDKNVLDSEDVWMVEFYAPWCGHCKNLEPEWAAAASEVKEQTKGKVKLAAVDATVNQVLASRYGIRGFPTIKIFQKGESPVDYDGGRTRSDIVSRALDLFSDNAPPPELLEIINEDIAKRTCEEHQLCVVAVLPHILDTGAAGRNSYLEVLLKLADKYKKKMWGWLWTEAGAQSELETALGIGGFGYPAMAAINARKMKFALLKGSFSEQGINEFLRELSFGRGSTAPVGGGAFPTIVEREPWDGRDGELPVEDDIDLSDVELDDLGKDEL
CFTR F508del cor – correctors of CFTR F508del function in bronchial epithelial cells. CFBE cells, YFP halide quenching; stimulated with forskolin plus potentiator P3; % fluorescence drop versus neutral controls. activity (quench increase), % at 7.58 µM. actives 0.36% (n = 350,000);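 active = mean added fluorescence quench of at least 8% versus neutral control, with both replicates also reaching 8%; inconclusive = only one of the mean or replicate conditions met; inactive = mean below 8% and not both replicates reaching 8%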;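 note: cells transiently co-express mutant CFTR-F508del with the halide-sensitive YFP; corrector assay measuring rescue of mutant channel to the surface after 24 h compound exposure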
miR122 inh – inhibitors of miR-122 in Huh7 cells | AID 602342 | Huh7 miR-122 Renilla luciferase sensor, 48 h; neutral wells = 0, positive control = 100 | activation (reporter increase), % at 12.5 µM | actives 0.3% (n = 340,000);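 active = mean replicate activation score at least 90 and every replicate individually at or above 90; inconclusive = only one of the two criteria met; inactive = neither criterion met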;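 note: higher luciferase means less miR-122 activity so hits act as miR-122 inhibitors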
ERAP1 inh – inhibitors of human ERAP1 aminopeptidase; inhibition, % at 10.7 µM; recombinant ERAP1, Leu-AMC fluorescence, 60 min; AID 652197; actives 0.15% (n = 340,000);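 active = mean replicate inhibition of at least 30%, or all replicates individually reaching that 30% level; inactive = mean below 30% and not every replicate reaching it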;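 note: 0% = neutral control wells and 100% = L-leucinethiol positive control wells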
CASP6 VEID inh – blocks human caspase-6 cleavage activity | purified caspase-6, Z-VEID-R110 cleavage fluorescence | inhibition, % at 12.5 µM | actives 0.53% (n = 350,000);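 active = mean inhibition across replicates at least about 35%, with every replicate also reaching that limit, limit read from the data; inconclusive = only one of the two criteria met; inactive = neither criterion met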;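 note: 0% = median of neutral control wells and 100% = no fluorescence left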
Target sequence (P55212 24-179 limits assumed): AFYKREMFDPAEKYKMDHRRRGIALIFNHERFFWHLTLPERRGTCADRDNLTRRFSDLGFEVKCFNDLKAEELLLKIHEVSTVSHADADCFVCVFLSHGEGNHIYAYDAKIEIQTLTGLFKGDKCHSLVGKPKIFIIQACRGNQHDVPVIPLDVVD
Target sequence (P55212 194-293 limits assumed): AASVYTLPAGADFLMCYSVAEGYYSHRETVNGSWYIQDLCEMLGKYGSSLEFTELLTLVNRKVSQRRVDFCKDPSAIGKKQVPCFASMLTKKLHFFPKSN
DENV2 CPE – protects cells from dengue virus 2 cytopathic effect; DENV2-infected cells, cytopathic effect rescue, plate reader; CPE inhibition, % at 9.99 µM; actives 1.7% (n = 350,000); AID 651640; in the data active = CPE inhibition above about 20%, passing the limit was not always enough; inconclusive = no clear call, values can overlap the other calls; tested in BHK-21 cells;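 note: 0% = median of neutral control wells and 100% = median of positive control wells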
* marks the source's active call; other numbers are inactive results; ? = inconclusive; · = no result given; [ ] = dose if it differs, or a comment.

Values in the order – SIRT5 block	ERp5 inh	CFTR F508del cor	miR122 inh	ERAP1 inh	CASP6 VEID inh	DENV2 CPE
CN(C)/C=C/C(=O)c1ccc(-n2cccc2)cc1
  -3	-2	-3.0	·	0	7	19
Cc1ccccc1NC(=O)CC1C(=O)Nc2ccccc2N1CC(=O)N(C)C1CCS(=O)(=O)C1 (stereo not given)
  -2	1	-4.8	·	1	5	1
CO[C@@H]1CN(C)C(=O)c2cc(NC(=O)C3CC3)ccc2OC[C@H](C)N(C)C[C@H]1C
  12	3	3.4	·	-2	-3	?
CCOC(=O)c1csc(NC(=O)CN2CCN(C)CC2)n1
  0	1	-1.8	-7	2	-1	-3
C=CCNC(=S)/C(=C(/[O-])c1ccc([N+](=O)[O-])cc1)[n+]1ccccc1
  -2	0	-0.1	·	-6	-10	1
CS(=O)(=O)Nc1ccc2c(c1)[C@H]1C[C@H](CC(=O)NCc3cc(F)ccc3F)O[C@H](CO)[C@H]1O2
  -4	5	-1.9	2[16.7 µM]	1	-3	1
CO[C@@H]1CN(C)C(=O)c2ccc(NC(=O)c3ccc(F)cc3)cc2OC[C@H](C)N(C(C)=O)C[C@H]1C
  0	-1	-0.4	·	1	-2	5
O=C(NCCc1cccc(Cl)c1)c1ccc(Cl)c([N+](=O)[O-])c1
  -4	-1	3.0	-5	-1	-1	-4
C[C@H]1CN([C@@H](C)CO)C(=O)c2cccc(NC(=O)Nc3ccc4c(c3)OCO4)c2O[C@@H]1CN(C)C(=O)Nc1ccccc1
  ·	·	1.2	5[16.7 µM]	·	·	-1
CO/N=C/C1CCN(c2ncc(C(F)(F)F)cc2Cl)C1=O (stereo not given)
  -7	2	1.5	-4	3	-5	·
N#CCCN(C(=O)COC(=O)c1ccc(Cl)nc1)c1ccc2c(c1)OCCO2
  ·	-1	-1.8	-4	-2	3	1
CCCC(=O)Nc1ccc2c(c1)OC[C@H](C)N(C(=O)CC)C[C@H](C)[C@@H](OC)CN(C)C2=O
  -1	1	-3.6	·	0	0	25*
C[C@H](CO)N1C[C@H](C)[C@H](CN(C)C(=O)NC2CCCCC2)Oc2c(NC(=O)Nc3ccc(C(F)(F)F)cc3)cccc2C1=O
  1	-3	6.5	-8[16.7 µM]	-1	0	6
C[C@H]1CN([C@@H](C)CO)C(=O)c2cccc(NS(C)(=O)=O)c2O[C@@H]1CN(C)C(=O)Nc1ccc(F)cc1
  3	1	2.0	-3[16.7 µM]	-4	0	-2
O=C(/C=C1\NC2(CCCC2)Cc2ccccc21)C(=O)N/N=C/c1ccccc1O
  1	1	·	0	2	-2	-2
Cc1ccc(-n2c(SCC(=O)N/N=C/c3ccccc3C(=O)O)nnc2-c2ccccc2)cc1
  -3	0	-2.1	-1	·	9	0
Clc1ccc(C(c2ccccc2Cl)C(Cl)Cl)cc1 (stereo not given)
  -2	6	1.7	-2	-3	0	10
Cc1nc2c(C#N)c[nH]n2c(=O)c1CCO
  -2	8	-0.3	-3	-5	-3	5
CNc1nc(N)c([N+](=O)[O-])c(Nc2cccc(Cl)c2)n1
  -1	6	2.1	3	·	-1	1
COc1ccc(CCNC(=O)c2cnccn2)cc1
  -6	-2	-3.9	-8	2	-2	-13
CS(=O)(=O)c1ccc(NCCc2ccccn2)c([N+](=O)[O-])c1
  1	-2	0.0	-5	-1	-1	15
Cc1cc(C)c(NC(=O)Cn2nnc(C(=O)NCc3ccco3)c2N)c(C)c1
  -7	-3	-0.1	-10	·	-3	1
Cc1ccc(NC(=O)CN(C)C(=O)CSc2nnc(NC(C)C)s2)cc1
  -2	-6	-3.2	-13	0	-3	-3
C=CCNc1nc2ccccc2nc1NS(=O)(=O)c1ccc(F)cc1
  -15	0	-2.3	10	-3	-1	17
COCCCN(CC(=O)NCc1ccccc1)S(=O)(=O)c1ccc(C)cc1
  -8	4	0.2	·	2	-1	1
C[C@@H]1CN([C@H](C)CO)C(=O)c2cc(NS(=O)(=O)c3ccc(Cl)cc3)ccc2O[C@H]1CN(C)Cc1ccncc1
  0	0	1.2	-2[16.7 µM]	3	-1	2
Cc1cc(C)c(NC(=O)CSc2nc3ccccc3c(=O)n2CCCN2CCOCC2)c(C)c1
  -1	-4	2.5	-7	0	2	-7
CCN(CC(N)=O)S(=O)(=O)c1ccc(Br)cc1
  0	-1	2.0	·	12	-1	·
CN(C)C(=O)CCc1ccc2c3c([nH]c2c1)[C@]1(CCC2CCCC2)[C@@H](C(=O)N2CCOCC2)C[C@H](CC(=O)NC(C)(C)C)C(=O)N1CC3
  ·	-8	0.7	·	·	0	-5
O=C(NNC1CC(c2ccccc2)=NN1C(=O)c1ccccc1)c1ccccc1 (stereo not given)
  1	0	-0.9	0	-1	0	·
O=C(Cc1ccccn1)N1CC(=O)N2[C@H](C1)[C@@H](c1ccc(C#CC3CCCCC3)cc1)[C@@H]2CO
  8	-1	2.1	·	-1	6	5
CC(=O)NCC1COc2ccccc2O1 (stereo not given)
  -1	-4	0.7	1	0	1	15
CCOc1ccc(/C=N/Nc2ccccc2)cc1
  1	2	-3.7	2	1	-3	15
N#C[C@H]1[C@H](c2ccc(C3=CCCCC3)cc2)[C@@H](CO)N1C(=O)c1ccccn1
  0	3	-1.2	·	3	1	12
CC(C)C1=NN(C(=O)c2ccccc2)C(O)(C(C)(C)C)C1 (stereo not given)
  -5	-8	-2.6	-5	-7	0	4
COc1ccc(-n2c(=O)[nH]c3cc(C(=O)NCCc4ccc(Cl)cc4)ccc3c2=O)cc1OC
  -4	6	-2.8	-4	·	9	2
O=C(NC1CCN(C(=S)Nc2ccc(Cl)cc2)CC1)c1ccco1
  4	-1	-3.0	3	2	1	-3
Cc1cc(C)c2c(Cn3ccnc3)cc(=O)oc2c1
  0	3	0.1	2	3	-7	8
Nc1nc(SCc2ccc(Cl)c(Cl)c2)n[nH]1
  -6	-5	0.2	1	6	10	11
COc1ccc2c3c([nH]c2c1)[C@@H](CO)N(C(C)=O)CC31CCN(C(=O)CN2CCOCC2)CC1
  -5	-5	1.6	·	5	1	-6

Another view of some results above:
| canonical_smiles | SIRT5 block | ERp5 inh | CFTR F508del cor | miR122 inh | ERAP1 inh | CASP6 VEID inh | DENV2 CPE |
| --- | --- | --- | --- | --- | --- | --- | --- |
| O=C(NNC1CC(c2ccccc2)=NN1C(=O)c1ccccc1)c1ccccc1 (stereo not given) | 1 | 0 | -0.9 | 0 | -1 | 0 | · |
| O=C(Cc1ccccn1)N1CC(=O)N2[C@H](C1)[C@@H](c1ccc(C#CC3CCCCC3)cc1)[C@@H]2CO | 8 | -1 | 2.1 | · | -1 | 6 | 5 |
| CC(=O)NCC1COc2ccccc2O1 (stereo not given) | -1 | -4 | 0.7 | 1 | 0 | 1 | 15 |

(further entries)
Values in the order – SIRT5 block	ERp5 inh	CFTR F508del cor	miR122 inh	ERAP1 inh	CASP6 VEID inh	DENV2 CPE
Cc1ccc2c(c1)C1CN(C)CCC1N2C(=O)c1ccc(Cl)c(S(=O)(=O)N2CCOCC2)c1 (stereo not given)
  -1	-1	-0.5	0	4	-3	2
CNC(=O)C[C@H]1CC[C@H]2[C@H](COc3ccc(NC(=O)Nc4ccccc4)cc3C(=O)N2C)O1
  4	0	0.9	9[16.7 µM]	-6	3	?
C[C@H](CO)N1C[C@H](C)[C@@H](CN(C)CC2CCOCC2)Oc2ncc(-c3ccc(F)cc3)cc2C1=O
  0	3	-0.8	3[16.7 µM]	2	4	?
O=S(=O)(c1cccc2cccnc12)N1CCN(c2ccc(F)cc2)CC1
  -1	-9	3.9	·	4	42*	-1
O=C(Oc1ccccc1)N1CCCCC1
  8	-1	-0.4	·	2	2	1
O=C(CSc1nnc(CNC(=O)c2ccco2)o1)Nc1nc2ccccc2s1
  9	5	-0.7	·	2	2	4
O=C(N/N=C/c1ccccc1)c1ccc(N2CCCC2=O)cc1
  ·	3	5.7	·	0	1	4
O=C(Nc1ccc2c(c1)[C@H]1C[C@@H](CC(=O)N3CCOCC3)O[C@H](CO)[C@H]1O2)NC1CCCCC1
  -2	5	2.3	24[16.7 µM]	-1	1	-11
Cc1cc(Cl)c(Cl)cc1S(=O)(=O)NCCCn1ccnc1
  0	0	1.7	132*	0	-10	?
O=C(C=CC=Cc1ccccc1)c1ccc([N+](=O)[O-])cc1
  -7	1	-3.6	-3	2	-2	9
CCCN1CCN(S(=O)(=O)c2ccc(-c3cc(C)no3)s2)CC1
  -2	5	-0.3	-6	2	-5	4
CCOC(=O)c1sc2nc(C)nc(SCC(=O)N(C)C3CCS(=O)(=O)C3)c2c1C (stereo not given)
  -10	4	·	·	8	2	5
O=C(Nc1ccc(Cl)cc1F)C1CCN(S(=O)(=O)c2cccc3nonc23)CC1
  0	1	4.0	-1	3	-1	0
Cc1cc2nc(-c3ccccc3Br)n(/C=C(\c3ccccc3)n3c(=O)[nH]c4ccccc43)c2cc1C
  0	-10	-0.9	2	1	2	1
CCCc1c(C(=O)NNc2cc(C(F)(F)F)ccc2Cl)cnn1-c1ccccc1
  ·	5	-0.3	·	·	1	5
COc1ccc(N2C(=O)c3ccccc3NC(=O)C2C(=O)NCc2ccco2)cc1 (stereo not given)
  2	10	1.1	·	-1	-1	-7
Cc1ccccc1C(=O)N[C@H](C(=O)N1CCC[C@H]1C(=O)NCc1ccccc1)c1ccccc1
  -2	4	0.4	·	4	0	-9
O=C(CNC(=O)c1ccc(Br)cc1)OC1CCOC1=O (stereo not given)
  ·	1	-1.9	-9	0	1	?
COc1ccc(NC(=O)N(C)C[C@H]2Oc3c(NC(=O)CCCCCC(=O)Nc4ccccc4N)cccc3C(=O)N([C@@H](C)CO)C[C@H]2C)cc1
  ·	6	0.2	·	0	1	34*
Cc1cccc(NC(=O)Nc2ccccc2[N+](=O)[O-])n1
  2	3	0.6	·	-3	0	7
C=CCSC1=C(C#N)C(c2ccc(C(C)C)cc2)CC(=O)N1 (stereo not given)
  0	-5	-1.6	-2	4	0	4
COc1ccc(S(=O)(=O)N(C)C[C@@H]2Oc3ccc(NC(=O)CCN4CCOCC4)cc3CC(=O)N([C@@H](C)CO)C[C@H]2C)cc1
  3	9	-3.0	4[16.7 µM]	4	-2	5
C[C@@H]1CN([C@@H](C)CO)C(=O)c2cc(C#CC3(O)CCCC3)cnc2O[C@H]1CN(C)S(=O)(=O)c1ccc(F)cc1
  0	-6	-0.2	2[16.7 µM]	0	1	3
Cc1ccc(Cn2c(=N)c(S(=O)(=O)c3ccc(C)cc3)cc3c(=O)n4ccccc4nc32)cc1
  -1	-4	0.5	-6	0	0	-3
O=C(NCc1cccs1)C1(S(=O)(=O)c2ccccc2)CC=CC1
  ·	3	2.8	-2	-2	-2	-19
CC1Cc2cc(S(=O)(=O)N3CCCCC3)ccc2N1C(=O)C1CCC1 (stereo not given)
  4	-3	-0.9	5	2	10	-1
COc1ccc(C(=O)NCCCNC(=O)c2ccco2)cc1OC
  -6	5	-0.7	·	-3	-1	-3
COc1cc(NC(=O)CSc2nc3[nH]ncc3c(=O)n2-c2ccccc2C)cc(OC)c1OC
  1	1	2.0	·	-1	3	-17
O=C(Cn1cc(S(=O)(=O)N2CCN(c3ccccc3F)CC2)c2ccccc2c1=O)NCCCN1CCCCCC1
  -5	7	-0.6	·	2	-31	2
Cc1nn(C)cc1CN1CCCC(C(=O)c2ccc(-c3ccccc3)c(F)c2)C1 (stereo not given)
  -3	0	5.6	·	-1	0	0
CCCCNC(=O)C1C(c2ccccc2)=Nc2ccccc2N1C(=O)c1ccc(C)cc1 (stereo not given)
  1	7	-0.8	·	0	-3	-5
COc1ccc(NC(=O)N(C)C[C@@H]2OCCCC[C@@H](C)Oc3ccc(NS(=O)(=O)c4ccccc4)cc3C(=O)N([C@@H](C)CO)C[C@@H]2C)cc1
  1	2	1.8	25[16.7 µM]	2	1	-8
Cc1noc(C)c1COc1ccc(C(=O)N2CCN(S(=O)(=O)c3ccccc3)CC2)cc1
  1	-5	-1.6	-7	2	0	-5
CCN(CC(=O)N(CC(C)C)c1c(N)n(CC(C)C)c(=O)[nH]c1=O)Cc1nc2ccccc2c(=O)[nH]1
  ·	-4	-0.5	-6	-5	9	-1

Screening results as filed in PubChem.
